From PubChem
TrxR1 substrate = rat thioredoxin reductase 1 substrate activity; Potency, µM (doses to about 114 µM), for the others: top-dose activity change, negative = substrate turnover; purified TrxR1 substrate turnover, NADPH consumption readout; 0.01% of 390,000 active; also: potency is read from the fitted curve at half-maximal effect; % is scaled to controls: 0 for no effect and ±100 for the full control effect; nearly all actives have a fitted effect of over 50% in size
Target sequence (O89049 whole entry, looked up): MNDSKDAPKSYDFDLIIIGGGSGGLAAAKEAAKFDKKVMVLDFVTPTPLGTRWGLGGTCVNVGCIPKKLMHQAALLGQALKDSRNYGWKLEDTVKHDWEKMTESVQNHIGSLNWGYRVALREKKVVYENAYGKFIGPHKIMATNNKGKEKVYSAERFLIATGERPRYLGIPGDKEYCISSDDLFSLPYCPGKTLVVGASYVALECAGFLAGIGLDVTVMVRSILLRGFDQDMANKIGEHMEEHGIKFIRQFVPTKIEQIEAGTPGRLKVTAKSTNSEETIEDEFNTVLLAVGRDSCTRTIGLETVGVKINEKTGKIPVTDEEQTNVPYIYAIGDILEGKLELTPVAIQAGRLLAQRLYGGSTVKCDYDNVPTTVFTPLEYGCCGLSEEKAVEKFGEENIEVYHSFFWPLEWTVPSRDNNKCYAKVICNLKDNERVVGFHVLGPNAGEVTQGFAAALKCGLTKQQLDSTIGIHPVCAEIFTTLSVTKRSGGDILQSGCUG
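Rat TrxR1, dispensed at 90 nM, was prereduced with 400 uM NADPH (final) for 5 min at ~22 deg C, then incubated with compound 15 min before 400 uM selenite. A first-read NADPH fluorescence drop versus no-compound background flagged substrates.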
Vif-A3G inh = blocks the Vif interaction with human APOBEC3G; HeLa A3G-eYFP + Vif (tagged APOBEC3G with the HIV-1 protein that degrades it), YFP fluorescence, overnight; Potency, µM (doses to about 46.1 µM), inactives show top-dose activity, negative = active, most hits filed as inhibitors; 0.076% of 410,000 active;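 also: potency is read from the fitted curve at half-maximal effect; % is scaled to controls: 0 for no effect and ±100 for the full control effect; nearly all actives have a fitted effect of over 60% in size; hits raise eYFP signal because A3G escapes Vif-driven loss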
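HeLa cells stably expressing Vif and C-terminally eYFP-tagged A3G, seeded overnight at 37 deg C, then exposed to compound by pintool overnight at 37 deg C. Rise in yellow fluorescence (Ex 488/Em 500-530, Acumen) marks blocked Vif-driven A3G degradation.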
PI4K2A block = blocks human PI4K2A kinase activity; 0.13% of 420,000 active; purified PI4K2A, ADP-Glo luminescence, 1 h; stronger effect = lower value; activity change, negative = inhibition, % at 76.9 µM; AID 1346378; in the data active = activity change below about -50%; inconclusive = mostly about -30% to -49%;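 also: -100% = wells without enzyme as full effect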
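ADP-Glo luminescence measured ADP generated by PI4K2A enzyme (4 ug/mL before mixing) with 1.2 mM PI substrate (pre-mix) and 300 microM ATP (pre-mix). Tris pH7.5 buffer with MgCl2, Triton X-100; 1 h reaction at ambient temperature.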
Glioma ERSR ind = inducers of ER stress response in human glioma cells; U87-MG GRP78 promoter luciferase reporter, 16 h; Potency, µM, for inactives: at the top dose activation, actives largely listed as activators; 0.02% of 420,000 active; also: potency is read from the fitted curve at half-maximal effect; series mostly up to about 76 µM; % of control where 0% means no effect; nearly all actives have a fitted effect of over 35% in size
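Stably transfected U87-MG glioma cells carrying a GRP78-based luciferase sensor; 16 h compound incubation. Luminescence end-point read 10 min after Bright-Glo addition at room temperature.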
RXFP1 agonist = RXFP1 (human) receptor agonism. Q9HBX9. HEK293T-RXFP1 cAMP TR-FRET, 30 min; response scale: percent of porcine relaxin response, buffer zero. Potency, µM (highest dose often 57.5 µM), for the others: at the top dose activation, actives largely listed as activators. 0.3% of 370,000 active. AID 2676; also: potency is read from the fitted curve at half-maximal effect; % is scaled to controls: 0 for no effect and ±100 for the full control effect; nearly all actives have a fitted effect of over 60% in size; many of its hits are not listed in these tables
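Agonist response is measured as cAMP accumulation in an RXFP1-transfected HEK293T line under PDE4 inhibition. Values are scaled between buffer-only and 29 nM porcine relaxin, and EC50s come from standard Hill equation fits.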
USP1 inh = blocks the human USP1/UAF1 deubiquitinase complex; AID 743255; recombinant USP1/UAF1, Ub-Rhodamine cleavage fluorescence; Potency, µM (highest dose often 57.1 µM), for inactives: at the top dose activity change, negative = inhibition, most hits filed as inhibitors; 0.23% of 390,000 active; also: potency is read from the fitted curve at half-maximal effect; % is scaled to controls: 0 for no effect and ±100 for the full control effect; nearly all actives have a fitted effect of over 60% in size; inactives centre near -12
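1 nM enzyme complex + cpd, 15 min RT; start with Ub-Rho 150nM final; kinetic fluorescence ex 480/em 540, 6 reads q60 s. Buffer 50mM HEPES pH 7.8, 0.5mM EDTA, 0.1 mg/ml BSA, 1mM TCEP, 0.01% Tween-20.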
mIDH1 inhibitor = blocks human mutant IDH1 R132H enzyme; 0.093% of 390,000 active; O75874; IDH1-R132H enzyme, NADPH consumption, diaphorase/resazurin fluorescence; AID 602179; Potency, µM (titrated, usually from 76.6 µM), without a hit: top-dose activity change, negative = inhibition, most hits filed as inhibitors; also: potency is read from the fitted curve at half-maximal effect; % is scaled to controls: 0 for no effect and ±100 for the full control effect; nearly all actives have a fitted effect of over 65% in size
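IDH1-R132H (0.5 ug/mL dispensed) in pH 7.5 Tris buffer was preincubated 30 min with compound, then given a substrate mix of 0.016 mM NADPH and 2 mM alpha-KG for 80 min at room temperature; remaining NADPH was read by diaphorase/resazurin fluorescence.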
Vif-A3F inh = blocks the Vif interaction with APOBEC3F | HeLa A3F-eYFP + Vif (tagged APOBEC3F with the HIV-1 protein that degrades it), YFP fluorescence increase | AID 602313 | Potency, µM (series often up to 46.1 µM), for the others: at the top dose activity, negative = active | 0.2% of 390,000 active; also: potency is read from the fitted curve at half-maximal effect; % of control where 0% means no effect; nearly all actives have a fitted effect of over 65% in size
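HeLa cells stably expressing A3F-eYFP plus Vif, plated and incubated overnight at 37 deg C, then exposed to compounds overnight at 37 deg C. Blocked degradation read as raised yellow fluorescence (Ex 488/Em 500-530).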
LDHA inh = inhibitors of human lactate dehydrogenase A. purified LDHA, NADH/diaphorase-resazurin fluorescence; stronger effect = lower value. activity change, % (values are at about 110 or 230 µM). 0.15% of 480,000 active. AID 1347041; in the data active = activity change below about -30%; inconclusive = mostly about -25% to -30%;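 also: plate controls were DMSO wells for no effect and wells without enzyme for full effect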
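Resorufin fluorescence (ex540/em590), read at 0 and 20 min after diaphorase/resazurin addition, reports the NADH left after a 5 min room-temperature reaction of 2 nM human LDH5 with 0.06 mM NADH and 0.2 mM pyruvate.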
Starred values were filed as active, the others as inactive; ? = inconclusive; / = not tested or not shown; ! = a repeat was not active; [ ] = remark or other dose. Unless noted, calls follow the shape of the dose curve; as a rule, active = well fitted curve in the direction sought with a large enough effect; inconclusive = small, poorly fitted or top-dose-only effect, or another doubt; inactive = no such curve, though single readings can be large; an effect the other way counts as inactive or inconclusive. These rows are one share of the data; count on the stated rates, not on these rows.

SMILES | TrxR1 substrate | Vif-A3G inh | PI4K2A block | Glioma ERSR ind | RXFP1 agonist | USP1 inh | mIDH1 inhibitor | Vif-A3F inh | LDHA inh
COc1ccc2c(Sc3ccc(Cl)cc3)c(C(=O)N3CCCCC3)[nH]c2c1 | 3% | -6% | 4 | 8% | -3.1% | -8% | -6% | 6% | -2
C=CCOCCN(CCOCC=C)C1=NS(=O)(=O)c2ccccc21 | 3% | 3% | -1 | -3% | -0.5% | -6% | -4% | 5% | -1
Cc1cc(C)nc(NS(=O)(=O)c2ccc(NC(=O)CN3C(=O)C4CC=CCC4C3=O)cc2)n1 (stereo not drawn) | 8%[57.1 µM] | -1% | 0 | -1% | -1.6% | -6% | 2% | 3% | -8
CC1CN(C(=O)/C(C#N)=C2\N=C(NC(=O)c3ccc(F)cc3)c3ccccc32)CC(C)O1 (stereo not drawn) | -4% | 0% | 8 | -5% | 0.1% | -5% | 7% | 9% | -6
CCc1nnc(NC(=O)C2Cc3ccccc3CN2S(=O)(=O)CC)s1 (stereo not drawn) | 7%[57.1 µM] | 2% | 0 | -2% | 0.2% | -9% | -2% | 13% | -5
CC1(C)CC2(OC2c2ccccc2)C(=O)c2ccccc21 (stereo not drawn) | / | -1% | -2 | -2% | / | -18% | -4% | -9% | -8
CCN1c2ccccc2-c2nc(SCC(=O)Nc3cc(F)ccc3F)ncc2S1(=O)=O | 9%[57.1 µM] | -3% | -7 | -6% | 11% | ? | 2% | 0% | 5
O=C(CSc1nc2ccccc2c(=O)n1Cc1ccco1)NCc1ccccc1 | 11% | -1% | -3 | -4% | / | -17% | 3% | -11% | -8
COc1ccc(NC(=O)c2cc(-c3ccc(F)cc3OC)n[nH]2)cc1OC | / | 0% | -2 | -2% | / | / | / | / | -17
CC(CNC(=O)CCS(=O)(=O)c1ccc2c(c1)NC(=O)CO2)c1ccccc1 (stereo not drawn) | -1% | 2% | -3 | 12% | 4.1% | -6% | 0% | -4% | -2
COc1c(Cl)ccc(Cl)c1C(=O)NC(=S)N1CCOCC1 | -23% | 3% | -9 | -3% | 0.7% | -16% | -1% | 9% | -13
O=C(CCN1C(=O)C2C3CCC(C3)C2C1=O)Nc1ccc(Cl)cc1Cl (stereo not drawn) | 3%[57.1 µM] | -3% | 5 | -3% | -2.2% | -7% | 5% | -20% | -5
CCC(=O)NC(=S)Nc1ccc(N2CCOCC2)cc1 | 1% | -6% | -1 | 6% | -2.1% | -7% | -9% | -6% | 0
COc1ccc(C(=O)N2CCOCC2)cc1Br | -5% | 1% | 2 | -6% | 1.1% | ? | 6% | / | 3
COc1ccc(S(=O)(=O)N2Cc3ccccc3CC2C(=O)O)cc1OC (stereo not drawn) | 0% | 3% | 0 | -5% | 3.1% | -26% | -6% | -3% | 2
COc1ccc(OCC(O)CNS(=O)(=O)c2ccc(NC(C)=O)cc2)cc1 (stereo not drawn) | -5% | -1% | 19 | -4% | 0.1% | -8% | 5% | 0% | -7
CCCN1C/C(=C/c2cccc([N+](=O)[O-])c2)C(=O)/C(=C/c2cccc([N+](=O)[O-])c2)C1 | 6%[57.1 µM] | ? | 2 | 4% | 0.1% | -5% | 2% | -7% | -1
CC1CN(C(=O)c2cccs2)CCN1C(=O)c1cccs1 (stereo not drawn) | -5%[57.1 µM] | 3% | 0 | -2% | -1.6% | -3% | -5% | 8% | -4
COc1ccc(OC)c(NC(=O)COC(=O)CC2CCCCC2)c1 | -10% | -6% | -2 | -4% | / | -16% | 9% | -1% | -1
Cc1ccc(S(=O)(=O)N2CCN(C(=O)Cc3sc(C)nc3-c3ccc(F)cc3)CC2)c(C)c1 | -4% | 2% | 1 | -5% | 2.2% | -11% | 5% | 11% | -33*!

4 entries from above, arranged by length of the SMILES, lowest first.
SMILES | TrxR1 substrate | Vif-A3G inh | PI4K2A block | Glioma ERSR ind | RXFP1 agonist | USP1 inh | mIDH1 inhibitor | Vif-A3F inh | LDHA inh
CCC(=O)NC(=S)Nc1ccc(N2CCOCC2)cc1 | 1% | -6% | -1 | 6% | -2.1% | -7% | -9% | -6% | 0
C=CCOCCN(CCOCC=C)C1=NS(=O)(=O)c2ccccc21 | 3% | 3% | -1 | -3% | -0.5% | -6% | -4% | 5% | -1
CCc1nnc(NC(=O)C2Cc3ccccc3CN2S(=O)(=O)CC)s1 (stereo not drawn) | 7%[57.1 µM] | 2% | 0 | -2% | 0.2% | -9% | -2% | 13% | -5
O=C(CSc1nc2ccccc2c(=O)n1Cc1ccco1)NCc1ccccc1 | 11% | -1% | -3 | -4% | / | -17% | 3% | -11% | -8
